High-throughput results deposited in PubChem by several laboratories.
HePTP inh: inhibitors of human HePTP phosphatase | P35236 | recombinant HePTP phosphatase activity, OD absorbance | inhibition, % at 20 µM | hit rate 0.64% among 110,000 | AID 521; in the data active = inhibition above about 50%;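 note: plate controls were vehicle for no effect and reference inhibitor for full effect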
Target sequence (P35236 whole entry, looked up): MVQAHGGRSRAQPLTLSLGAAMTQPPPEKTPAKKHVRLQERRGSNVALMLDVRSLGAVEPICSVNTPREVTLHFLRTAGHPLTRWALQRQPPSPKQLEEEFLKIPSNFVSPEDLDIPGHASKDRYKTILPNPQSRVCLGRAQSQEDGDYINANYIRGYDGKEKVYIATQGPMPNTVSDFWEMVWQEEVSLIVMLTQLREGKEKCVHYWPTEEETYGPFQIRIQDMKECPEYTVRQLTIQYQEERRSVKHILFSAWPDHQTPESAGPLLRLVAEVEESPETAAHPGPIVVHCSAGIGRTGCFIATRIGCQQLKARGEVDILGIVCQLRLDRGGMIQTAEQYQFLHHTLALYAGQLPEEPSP
BAP1 block: blocks human BAP1 ubiquitin-AMC hydrolysis; recombinant BAP1, Ub-AMC hydrolysis fluorescence kinetic; active compounds read low; activity remaining (% of control), % at 20 µM; hit rate 0.48% among 72,000; AID 436;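 active = activity remaining at or below 50% of control, provided the compound also passes the data quality filters; inactive = the rest, including low values that fail the filters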;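 note: 100% = DMSO wells rate and 0% = substrate alone blank rate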
Active calls of the source: *; nt = not tested or not shown; & = joins results of further samples. Rows are unselected, and some 0.95% of all compounds hit somewhere here.

SMILES | HePTP inh | BAP1 block
Cc1cc(C)n(-c2nc3c(c(=O)n(Cc4ccc(Cl)c(Cl)c4)c(=O)n3C)n2C)n1 | 2 | nt
Cc1ccc(-n2c(=O)[nH]cc(C(=O)Nc3ccc4c(c3)OCCO4)c2=O)cc1C | nt | 82
COc1cc(NC(=O)c2ccc(Cl)cc2Cl)ccc1NC(=O)c1cc2ccccc2o1 | 6 | nt
COC(=O)C1CCN(S(=O)(=O)Cc2ccccc2)CC1 | -2 | 89
COc1cc(NS(=O)(=O)c2ccccc2)c2ncccc2c1 | -14 | nt
CCOC(=O)c1ccccc1NC(=O)c1cccc(N(C)C)c1 | -2 | nt
Cc1[nH]n(-c2ccccc2)c(=O)c1/C=N/N1C(=O)c2ccccc2C1=O | 5 | nt
CSc1nnc2c(n1)OC(c1ccc(C)cc1)Nc1ccccc1-2 (stereo not drawn) | -6 | nt
CCOC(=O)Cn1c(=O)oc2cc(S(=O)(=O)Nc3ccc(F)cc3)ccc21 | -6 | 98
COc1ccc(OC)c2[nH]c(=O)c(CCNC(=O)c3ccc(S(=O)(=O)N4CCCC4)cc3)cc12 | 6 | 101
Cc1ccccc1NC(=O)Cc1nnc(SCC(=O)N2CCN(c3ccccc3)CC2)n1C | -1 | 73
O=C(Nc1ccc(Cc2ccncc2)cc1)c1ccc2ccccc2n1 | 6 | nt
COc1ccc(-n2nc3cc(C)c(NC(=O)c4ccc(OC)c(OC)c4)cc3n2)cc1 | -2 | nt
Cc1cccc(OCCOc2ccc(/C=N/N3C(=O)CSC3=S)cc2)c1 | 6 | nt
Cc1n[nH]c(=O)nc1N1CCN(c2ccccc2)CC1 | 6 | 136
CCOc1ccc(NC(=O)CSc2ccccn2)cc1 | 0 | nt
c1ccc2[nH]c(NCCCN3CCOCC3)nc2c1 | 12 | 100
CCOC(=O)c1sc(NC(=O)c2cccc(S(=O)(=O)N3CCN(C)CC3)c2)cc1C | -5 | 92
Cc1cc(C(F)(F)F)c(C#N)c(SCC#N)n1 | 0 | nt
COC(=O)c1ccc(/C=C2/SC(=O)N(CNc3ccc(Br)cc3C)C2=O)cc1 | 5 | nt
COC(=O)Sc1nnc(-c2ccc(Br)cc2)o1 | 5 | 81
S=c1oc(-c2ccncc2)nn1CN1CCOCC1 | 7 | nt
Cc1cc(C)cc(N2C(=O)CC(Sc3ncn[nH]3)C2=O)c1 (stereo not drawn) | -2 | nt
CCOCCN1CCN(c2c3c(nc4cc(-c5ccc(F)cc5)nn24)CCC3)CC1 | 9 | 102
CC(C)c1ccc(O)c(NC(=O)c2ncn[nH]2)c1 | -4 | 95
CC(c1nc2ccccc2n1C)C(O)(c1ccccc1)c1ccccc1 (stereo not drawn) | -28 | nt
O=C1Nc2ccccc2C1(O)C/C(=N/O)c1ccc(Cl)cc1 (stereo not drawn) | -16 | nt
CCOC(=O)c1c(NC(=O)C(OC(C)=O)c2ccccc2)sc2c1CCC2 (stereo not drawn) | -3 | nt
O=C1NC(=Nc2ccc(O)cc2)CS1 | 8 | nt
CCOC(=O)c1nnn(-c2nonc2N)c1CSc1ccccn1 | -8 | 95
CC(=O)c1c(C)oc2ccc(NS(=O)(=O)c3cccc([N+](=O)[O-])c3)cc12 | 3 | nt
COc1ccc(N2CCN(C(=O)CSc3ccccc3N)CC2)cc1 | 2 | 128
Cc1cc(N2CCN(c3ccccc3)CC2)nc(-c2ccc(Br)cc2)n1 | -14 | nt
Cc1ccc(N2C(=O)[C@@H]3C(c4ccc(F)cc4)=NO[C@@H]3C2=O)cc1 | 7 | 98
CCCN1Cc2cccc(C(=O)NCCCOC(C)C)c2C1=O | 6 | 84
COc1cc(/C=C2\C=C(c3ccc(C)cc3)OC2=O)ccc1OC(C)=O | -21 | nt
Cc1ccc(C2C=C(c3ccc4c(c3)OCO4)Nc3ncnn32)cc1 (stereo not drawn) | 0 | 78
O=C(CCN1c2ccccc2Sc2ccccc21)OCC(=O)N1CCN(C(=O)c2ccco2)CC1 | 10 | 84
O=C1NC2(CCCCC2)Cc2ccccc21 | 7&5 | 91
Nn1c(SCC(=O)O)nnc1-c1ccc(Br)cc1 | -10 | nt
O=C(Nc1ccc2c(c1)OCO2)C(c1ccc(Cl)cc1)N1CCC2(CC1)OCCO2 (stereo not drawn) | 8 | 99
COC(=S)N/C(=N/S(=O)(=O)c1ccc(Br)cc1)c1ccccc1 | -2 | nt
O=C(Nc1ccc(Br)cc1)c1nc[nH]c1C(=O)O | 12 | 70
CC(=O)NC1=NC(=O)/C(=C/c2cc(C)n(-c3ccc(C(=O)O)cc3)c2C)S1 | 61* | nt
CC1CCN(C(=O)Nc2cccc(Cl)c2)CC1 | 6 | nt
c1ccc2sc(SCc3ccc(-c4nnco4)cc3)nc2c1 | 6 | nt
O=C1CC(c2ccc3c(c2)OCO3)CN1 (stereo not drawn) | -12 | 100
COc1ccc(-c2ccc(SCC(=O)N3CCCC3)nn2)cc1OC | 5 | 97

Some of the entries so far, as labelled records.
> Cc1[nH]n(-c2ccccc2)c(=O)c1/C=N/N1C(=O)c2ccccc2C1=O
  HePTP inh: 5; BAP1 block: nt

> CCOC(=O)c1sc(NC(=O)c2cccc(S(=O)(=O)N3CCN(C)CC3)c2)cc1C
  HePTP inh: -5; BAP1 block: 92

> COc1ccc(-n2nc3cc(C)c(NC(=O)c4ccc(OC)c(OC)c4)cc3n2)cc1
  HePTP inh: -2; BAP1 block: nt

Next compounds follow:
SMILES | HePTP inh | BAP1 block
COC(=O)c1ccc2c(=O)n(CCN3CCOCC3)c(=S)[nH]c2c1 | 6 | 70
CC1(C)CC(=O)C2=C(C1)OC1=C(C(=O)CC(C)(C)C1)C2c1cc2c(cc1Cl)OCO2 | 2 | nt
COC(=O)C1=CNC=C(C(=O)OC)C1c1cc2c(cc1Cl)OCO2 | 5 | nt
COc1cc(C(=O)N2CCN(C)CC2)c([N+](=O)[O-])cc1OC | 6 | nt
COc1ccc(NC(=O)C(=O)NCc2ccncc2)cc1Cl | -13 | nt
O=C(O)CCN1C(=O)NC2(CCCC2)C1=O | 2 | 90
COc1ccc(OC)c(C2/C(=C(\O)c3ccccc3)C(=O)C(=O)N2Cc2cccnc2)c1 (stereo not drawn) | 4 | nt
COc1ccc(CC(=O)Nc2cc(C)c3c(=O)oc4ccccc4c3n2)cc1 | 13 | 70
Cc1ccc(NC(=O)C(C)N2C(=O)c3ccccc3C2=O)c([N+](=O)[O-])c1 (stereo not drawn) | 5 | nt
Cc1cc(C)nc(SC2CCOC2=O)n1 (stereo not drawn) | -1 | 156
O=C(NCCCN1CCOCC1)C(=O)Nc1ccc(I)cc1 | 5 | nt
CC(Cc1c[nH]c2ccccc12)NC(=O)C1CCCNC1=O (stereo not drawn) | 3 | 89

Four entries drawn at random from the list so far:
SMILES | HePTP inh | BAP1 block
Cc1ccc(NC(=O)C(C)N2C(=O)c3ccccc3C2=O)c([N+](=O)[O-])c1 (stereo not drawn) | 5 | nt
COc1ccc(OC)c(C2/C(=C(\O)c3ccccc3)C(=O)C(=O)N2Cc2cccnc2)c1 (stereo not drawn) | 4 | nt
Cc1cc(C)nc(SC2CCOC2=O)n1 (stereo not drawn) | -1 | 156
O=C(O)CCN1C(=O)NC2(CCCC2)C1=O | 2 | 90

Not a retest: entries from further up.
SMILES | HePTP inh | BAP1 block
COC(=O)c1ccc2c(=O)n(CCN3CCOCC3)c(=S)[nH]c2c1 | 6 | 70
CC1(C)CC(=O)C2=C(C1)OC1=C(C(=O)CC(C)(C)C1)C2c1cc2c(cc1Cl)OCO2 | 2 | nt
COC(=O)C1=CNC=C(C(=O)OC)C1c1cc2c(cc1Cl)OCO2 | 5 | nt
COc1cc(C(=O)N2CCN(C)CC2)c([N+](=O)[O-])cc1OC | 6 | nt
COc1ccc(NC(=O)C(=O)NCc2ccncc2)cc1Cl | -13 | nt
O=C(O)CCN1C(=O)NC2(CCCC2)C1=O | 2 | 90

(more compounds)
SMILES | HePTP inh | BAP1 block
CC1(C2CC2)NN=C(c2ccccc2)S1 (stereo not drawn) | 8 | nt
CCOC(=O)c1c(N)sc(C(=O)Nc2ccc(C)cc2C)c1C | 0 | nt
COc1ccc(NC2=CC(=O)CC(C)(C)C2)cc1OC | 11 | 104
Cc1ccc2c(c1)-c1c(cnn1CC(=O)NC(C)CCc1ccco1)CO2 (stereo not drawn) | 12 | 80
CN(c1ccccc1C(=O)NCc1ccccn1)S(C)(=O)=O | 10 | 96
CC(=O)c1cccc(NC(=O)c2ccc3c(c2)OCO3)c1 | -3 | nt
CCOc1nc(-c2ccccc2)cc(-c2ccc(Br)cc2)n1 | 1 | nt
CCOC(=O)C1=C(c2ccccc2)NC(SCC(=O)Nc2cccc(C)c2)=C(C#N)C1c1ccco1 (stereo not drawn) | -1 | nt
CCS(=O)(=O)N1CCN(C(=O)c2ccc(-c3ccccc3)cc2)CC1 | nt | 89
CN(C)c1ccc(/C=C(\NC(=O)c2ccc([N+](=O)[O-])cc2)C(=O)NN)cc1 | 6 | nt
CN(C)C(=O)N1CCCC(C(=O)NCc2ccccc2)C1 (stereo not drawn) | 11 | 109
O=C(Nc1ccncc1)c1cc(Cl)ccc1Cl | -8 | nt
COc1ccc(S(=O)(=O)NCc2ccc(C(=O)N3CCN(c4ccccn4)CC3)cc2)cc1 | 5 | 106
O=C1CCCC2=C1C(c1ccccc1)C1=C(CCCC1=O)O2 | 6 | 98
COc1ccc(-n2c(=O)c3c4c(sc3n3c(C)nnc23)COC(C(C)C)C4)cc1 (stereo not drawn) | 4 | 95
CCC(C(=O)N1CCN(Cc2ccccc2)CC1)c1ccccc1 (stereo not drawn) | 9 | nt
CCSc1nnc(NC(=O)CCNS(=O)(=O)c2cc(Br)cnc2N)s1 | -1 | 85
O=C(Nc1ccc2c(c1)Cc1ccccc1-2)c1ccncc1 | 7 | nt
O=C(Oc1ccc([N+](=O)[O-])cc1)c1cccnc1 | nt | 50
COc1ccc(C(CC(=O)c2ccc(C)cc2)Nc2ccc(Br)cc2)cc1 (stereo not drawn) | 0 | nt
CCOC(=O)c1c(C#N)c(SCC(=O)Nc2ccc(OC)cc2)nc2c1CN(CC)CC2 | 0 | 97
COc1ccc(CNC(=O)CSc2nnnn2-c2ccccc2)cc1 | 8 | 88
COc1ccc(CCNC(=O)c2nnn(-c3ccc4c(c3)OCCO4)c2N)cc1OC | 3 | 80
CCOc1cccc(-c2nnc3sc(COc4ccc(OC)cc4)nn23)c1 | -6 | 78

3 compounds already listed, arranged by their value in HePTP inh, smallest number first:
SMILES | HePTP inh | BAP1 block
O=C1CC(c2ccc3c(c2)OCO3)CN1 (stereo not drawn) | -12 | 100
CC(Cc1c[nH]c2ccccc12)NC(=O)C1CCCNC1=O (stereo not drawn) | 3 | 89
O=C(NCCCN1CCOCC1)C(=O)Nc1ccc(I)cc1 | 5 | nt

Continuation:
SMILES | HePTP inh | BAP1 block
COc1ccc(CC(=O)Nc2sc3c(c2C(=O)Nc2ccccc2OC)CCCCC3)cc1 | 12 | nt
COCCNC(=O)CN(CC1CCCO1)C(=O)CCC(=O)Nc1ccccn1 (stereo not drawn) | -9 | 99
Cc1cccc(N2C(=O)c3ccc(C(=O)Nc4cccc(O)c4)cc3C2=O)c1C | 4 | nt
CCOc1ccc(N(CC(=O)Nc2ccccc2OCC)S(C)(=O)=O)cc1 | -6 | nt
COCCN(CCOC)c1ncc(Cl)c(C(=O)c2c(C)cc3ccccn23)n1 | 8 | 80
CCN1CCN(c2cc(C)c3cc(NC(=O)c4cncc(Br)c4)ccc3n2)CC1 | 12 | nt
CC(=O)c1cc(C(=O)CC(=O)Nc2cccc([N+](=O)[O-])c2)sc1Nc1ccccc1 | -8 | nt
CCN1CCN(Cc2cc(=O)oc3cc4c(cc23)CCC4)CC1 | -10 | 84
Cc1nn(C)c(C)c1S(=O)(=O)N1CCC(C(=O)NC2CCCCCC2)CC1 | 7 | 98
CN1C(=O)C2ON(c3ccccc3)C(c3cccs3)C2C1=O (stereo not drawn) | nt | 97
COc1ccc(N(C(=O)Nc2ccccc2[N+](=O)[O-])C(C)C2CC2)cc1 (stereo not drawn) | 5 | nt
NCCc1ccc(O)c(O)c1 | nt | 92
CCC(OC(=O)/C=C/c1ccco1)C(=O)Nc1ccc(S(N)(=O)=O)cc1 (stereo not drawn) | 1 | nt
Cc1ccc(S(=O)(=O)Cn2nnnc2CN(Cc2ccco2)CC2CCCO2)cc1 (stereo not drawn) | 0 | 81
Cc1c(OCC(=O)N(C)C)ccc2c3c(c(=O)oc12)CCCC3 | -4 | nt
